Screening data deposited in PubChem by National Center for Advancing Translational Sciences (NCATS).
RXFP1 antagonist – RXFP1 (human) relaxin receptor antagonism; Q9HBX9; HEK293-RXFP1, relaxin-stimulated cAMP HTRF, 30 min; hits give low values; 350,000 compounds, 0.59% hits; activity change, negative = inhibition, % at 57.5 µM;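 active = activity change of -60% or lower, but not beyond a set lower limit; inconclusive = change between -60% and -40%, or beyond the set limit; inactive = change above -40%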; also: % is scaled to controls: 0 for no effect and ±100 for the full control effect
APE1 inh – inhibitors of human APE1 endonuclease; AID 2517; P27695; recombinant APE1, TAMRA/BHQ-2 abasic DNA cleavage fluorescence; Potency, µM (series often up to 65.8 µM), without a hit: at the top dose activity change, negative = inhibition, usual class: inhibitors; 350,000 compounds, 0.35% hits;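 also: potency is read from the fitted curve at half-maximal effect; plate controls were vehicle for no effect and reference inhibitor for full effect; nearly all actives have a fitted effect of over 55% in size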
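Readout is kinetic fluorescence (ex 525, em 598 nm) from cleavage of 50 nM TAMRA/BHQ-2 THF abasic duplex by 0.75 nM APE1, compound added 15 min beforehand at RT.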
Pol eta inh – DNA polymerase eta (human) inhibition | 390,000 compounds, 1.2% hits | Potency, µM (top dose mostly 114 µM), without a hit: at the highest dose activity change, negative = inhibition, actives largely listed as inhibitors | Q9Y253 | recombinant Pol eta, fluorescent DNA replication assay; also: potency is read from the fitted curve at half-maximal effect; % is scaled to controls: 0 for no effect and ±100 for the full control effect
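Pol eta at 10 nM preincubated with compounds 15 min at room temperature; reaction started with fluorescent substrate (50 nM final) and read kinetically at 0 and 10 min.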
BLM inh – inhibitors of human Bloom syndrome helicase BLM | 350,000 compounds, 0.2% hits | Potency, µM (highest dose often 56.1 µM), inactives show at the top dose activity change, negative = inhibition, most hits filed as inhibitors | P54132 | recombinant BLM DNA unwinding, fluorescence dequenching;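 also: potency is read from the fitted curve at half-maximal effect; plate controls were vehicle for no effect and no enzyme for full effect; nearly all actives have a fitted effect of over 35% in size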
POLK inh – inhibitors of human DNA polymerase kappa | Q9UBT6 | purified Pol kappa, fluorescent DNA synthesis assay, 10 min | Potency, µM (series often up to 107 µM), without a hit: top-dose activity, negative = inhibition, hits mostly inhibitors | 400,000 compounds, 0.53% hits; also: potency is read from the fitted curve at half-maximal effect; % is scaled to controls: 0 for no effect and ±100 for the full control effect
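10 nM Pol kappa was preincubated with compounds for 15 min at room temperature. Reaction started with 50 nM (final) substrate. Fluorescence read kinetically at 0 and 10 min.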
Anesthetic bind – candidate novel general anesthetic via apoferritin binding; 350,000 compounds, 0.074% hits; apoferritin/1-aminoanthracene competitive binding, fluorescence; Potency, µM (highest dose often 77.5 µM), for inactives: at the highest dose activity change, negative = displacement, most hits filed as inhibitors; P02791; also: potency is read from the fitted curve at half-maximal effect; % is scaled to controls: 0 for no effect and ±100 for the full control effect; nearly all actives have a fitted effect of over 20% in size
Target sequence (P02791 2-175 limits assumed): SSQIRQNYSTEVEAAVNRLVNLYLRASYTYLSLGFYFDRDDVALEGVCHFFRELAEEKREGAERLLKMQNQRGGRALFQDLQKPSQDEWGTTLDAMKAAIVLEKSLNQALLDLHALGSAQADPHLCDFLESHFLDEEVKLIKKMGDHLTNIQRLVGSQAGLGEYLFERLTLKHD
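Steps: apoferritin (10 uM) was premixed with half-saturated 1-AMA in PBS, compounds were pin-transferred, plates stood 10 min at room temperature, fluorescence was read at 380/535 nm, and curves were fitted with a Hill equation.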
Pol iota inh – blocks human DNA polymerase iota activity. Q9UNA4. Pol iota fluorescent replication assay, 10 min. Potency, µM (titrated, usually from 115 µM), for inactives: top-dose activity, negative = inhibition, hits mostly inhibitors. 390,000 compounds, 1% hits. AID 588590; also: potency is read from the fitted curve at half-maximal effect
Target sequence (Q9UNA4 whole entry, looked up): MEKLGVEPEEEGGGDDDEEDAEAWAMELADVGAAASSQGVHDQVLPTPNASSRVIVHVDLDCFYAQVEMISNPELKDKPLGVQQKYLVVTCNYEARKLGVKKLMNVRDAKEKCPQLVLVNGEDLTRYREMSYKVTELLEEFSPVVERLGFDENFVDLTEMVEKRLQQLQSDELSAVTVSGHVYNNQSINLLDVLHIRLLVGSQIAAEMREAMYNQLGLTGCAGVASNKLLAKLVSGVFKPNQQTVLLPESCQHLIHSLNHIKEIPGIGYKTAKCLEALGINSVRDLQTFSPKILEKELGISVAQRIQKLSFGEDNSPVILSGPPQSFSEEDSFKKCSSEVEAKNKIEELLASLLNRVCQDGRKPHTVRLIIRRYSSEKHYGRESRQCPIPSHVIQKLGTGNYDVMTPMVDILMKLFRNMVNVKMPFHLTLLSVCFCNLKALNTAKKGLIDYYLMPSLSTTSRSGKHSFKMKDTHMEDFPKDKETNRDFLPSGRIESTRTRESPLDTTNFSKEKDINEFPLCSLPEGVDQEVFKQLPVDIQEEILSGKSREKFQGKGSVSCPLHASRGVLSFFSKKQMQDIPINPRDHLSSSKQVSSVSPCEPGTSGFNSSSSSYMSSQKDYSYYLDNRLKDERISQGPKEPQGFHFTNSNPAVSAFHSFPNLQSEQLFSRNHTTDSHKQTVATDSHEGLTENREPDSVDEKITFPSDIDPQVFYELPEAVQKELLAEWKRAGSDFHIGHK
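Fluorescent replication assay read twice, at 0 min and 10 min after adding 50 nM (final) substrate. Enzyme (10 nM) and compounds were first incubated 15 min at room temperature; enzyme-free buffer wells were negative controls.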
Pol beta inh – DNA polymerase beta (human) inhibition | 340,000 compounds, 1.3% hits | P06746 | Pol beta primer extension/strand displacement, fluorescence kinetic | Potency, µM (highest dose often 114 µM), for inactives: top-dose activity change, negative = inhibition, usual class: inhibitors; also: potency is read from the fitted curve at half-maximal effect; % is scaled to controls: 0 for no effect and ±100 for the full control effect
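Human Pol beta at 10 nM; strand-displacement substrate 50 nM final. Compound exposure 15 min at room temperature before start, reaction 10 min at room temperature.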
Tb PGK inh – inhibitors of T. brucei phosphoglycerate kinase; PGK/GAPDH coupled, Kinase-Glo luminescence, 60 min; Potency, µM (titrated, usually from 57.5 µM), for inactives: top-dose activity change, negative = inhibition, most hits filed as inhibitors; 380,000 compounds, 0.043% hits; also: potency is read from the fitted curve at half-maximal effect; % is scaled to controls: 0 for no effect and ±100 for the full control effect; nearly all actives have a fitted effect of over 60% in size
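Recombinant glycosomal PGK reaction used 1,3-bisphosphoglycerate generated in-well by GAPDH (100nM final) in 100mM TEA pH 7.6, 5mM MgCl2, 0.01% Tween-20. After 60 minutes at room temperature, ATP was read by Kinase-Glo Plus luminescence end-point.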
An asterisk follows results filed as active; & = joins results of further samples; [ ] = remark or other dose. Unless noted, calls follow the shape of the dose curve; as a rule, active = well fitted curve in the direction sought with a large enough effect; inconclusive = small, poorly fitted or top-dose-only effect, or another doubt; inactive = no such curve, though single readings can be large; an effect the other way counts as inactive or inconclusive. The list is partial; the hit share may differ from the screen's.

Screening Cc1ccc(CNC(=O)Nc2ccc(C)cc2)cc1 returned RXFP1 antagonist -2, APE1 inh 7%, Pol eta inh -5%, BLM inh -1%, POLK inh -20%, Anesthetic bind -5%, Pol iota inh 6% and Pol beta inh 6%.
Screening CCOC(=O)CC(NC(=O)c1cc2cccc(OC)c2oc1=O)c1ccc(OC)cc1 (stereo not drawn) returned RXFP1 antagonist 6, APE1 inh 23%, Pol eta inh -26%, BLM inh -9%, POLK inh 0%, Anesthetic bind inconclusive, Pol iota inh 28%, Pol beta inh 10% and Tb PGK inh 1%.
N#C/C(=C\c1ccccc1)C(=O)Nc1nncs1 was read as RXFP1 antagonist -9, APE1 inh 2%, Pol eta inh -9%, BLM inh -6%, POLK inh -5%, Anesthetic bind 5%, Pol iota inh 24%, Pol beta inh 0% and Tb PGK inh inactive.
For O=C(c1ccc(CS(=O)(=O)c2ccc(Br)cc2)o1)N1CCN(c2ccc(F)cc2)CC1 the results were RXFP1 antagonist 21, APE1 inh 42%, Pol eta inh -6%&-12%, BLM inh 1%&-1%, POLK inh -11%&-7%, Anesthetic bind 1%&8%, Pol iota inh 26%&-9%, Pol beta inh inconclusive and Tb PGK inh -8%&-9%.
Cc1ccc(S(=O)(=O)N2CN(Cc3ccco3)c3nc4ccccc4nc32)cc1C was read as RXFP1 antagonist 1, APE1 inh -6%, Pol eta inh -2%, BLM inh -8%, POLK inh -1%, Anesthetic bind inconclusive, Pol iota inh inconclusive, Pol beta inh -18% and Tb PGK inh 0%.
Screening COc1ccccc1OCCn1c(=S)[nH]c2ccccc21 returned RXFP1 antagonist -18, APE1 inh -10%, Pol eta inh -17%, BLM inh -5%, POLK inh 0%, Anesthetic bind 1%, Pol iota inh 54%[activator], Pol beta inh -2% and Tb PGK inh 0%.
`COC(=O)c1cccc(NC(=S)NCc2ccc(F)cc2)c1` gave RXFP1 antagonist 5, APE1 inh 2%, Pol eta inh 4%, BLM inh -6%, POLK inh -2%, Anesthetic bind -15%, Pol iota inh 54%[activator], Pol beta inh 0% and Tb PGK inh 3%.
For CCN1C(=O)[C@H]2[C@@H](c3ccc(C)cc3)N3C(=O)N(c4ccccc4)C(=O)[C@@]3(C)[C@H]2C1=O the results were APE1 inh 39%, Pol eta inh -10%, BLM inh 3%, POLK inh 12%, Anesthetic bind -4%, Pol iota inh 0%, Pol beta inh -23% and Tb PGK inh 2%.
`COc1ccccc1CNC(=O)CC(C)c1ccccc1` (stereo not drawn) gave RXFP1 antagonist 10, APE1 inh 19%, Pol eta inh -15%, BLM inh -6%, POLK inh 3%, Anesthetic bind -11%, Pol iota inh 22%, Pol beta inh 0% and Tb PGK inh -7%.
Screening Nc1nc(SCC(=O)Nc2cccc(F)c2)n[nH]1 returned RXFP1 antagonist 4, APE1 inh -9%, Pol eta inh -15%, POLK inh -3%, Pol iota inh 13% and Tb PGK inh -6%.
Screening Cc1ccc(CNC(=O)CCSCCC(=O)NCc2ccc(C)cc2)cc1 returned RXFP1 antagonist 4, APE1 inh -4%, Pol eta inh 3%, BLM inh -5%, POLK inh -11%, Anesthetic bind -5%, Pol iota inh 7%, Pol beta inh 16% and Tb PGK inh -3%.
Screening Cc1ccc(C2=NN(C(=O)c3ccccc3F)C(c3ccccc3F)C2)cc1 (stereo not drawn) returned RXFP1 antagonist -32, APE1 inh 12%, Pol eta inh -7%, BLM inh -7%, POLK inh -2%, Anesthetic bind -12%, Pol iota inh 81%[activator], Pol beta inh 0% and Tb PGK inh -9%.
O=C1C2C3c4ccccc4C(c4ccccc43)C2C(=O)N1Cc1ccccn1 (stereo not drawn) was read as RXFP1 antagonist 1, APE1 inh -2%, Pol eta inh -21%, BLM inh -2%, POLK inh 4%, Anesthetic bind -10%, Pol iota inh 19%, Pol beta inh 20% and Tb PGK inh 0%.
Screening COc1cccc(C(=O)NCCS(=O)(=O)N(C)Cc2ccccc2)c1 returned RXFP1 antagonist 3, APE1 inh 6%, Pol eta inh 1%, POLK inh -21%, Pol iota inh 20% and Tb PGK inh 0%.
Screening CC(C)(C)NC(=S)NCc1ccncc1 returned RXFP1 antagonist -6, APE1 inh -4%, Pol eta inh -3%, BLM inh -1%, POLK inh 4%, Anesthetic bind -2%, Pol iota inh 30%, Pol beta inh 3% and Tb PGK inh -1%.
CC(=O)Nc1cccc(C(=O)OCc2ccccc2)c1 was read as RXFP1 antagonist -7, APE1 inh 3%, Pol eta inh -12%, BLM inh 2%, POLK inh 1%, Anesthetic bind 0%, Pol iota inh -4%, Pol beta inh 13% and Tb PGK inh -10%.
Screening O=C(Cn1cc(C(F)(F)F)cc(Cl)c1=O)Nc1cc(Cl)cc(Cl)c1 returned RXFP1 antagonist 12, APE1 inh -5%, Pol eta inh -6%, BLM inh 0%, POLK inh -16%, Anesthetic bind -4%, Pol iota inh -8%, Pol beta inh 4% and Tb PGK inh -1%.
For Cc1cnc(C)c(N2CCC(C(=O)NCc3ccco3)CC2)n1 the results were RXFP1 antagonist -3, APE1 inh 3%, Pol eta inh -12%, BLM inh -2%, POLK inh 2%, Anesthetic bind -8%, Pol iota inh -16%, Pol beta inh 7% and Tb PGK inh inactive.
For COc1ccc(Oc2c(Cl)cnn(-c3ccc(C)cc3)c2=O)cc1 the results were RXFP1 antagonist -33, APE1 inh 3%, Pol eta inh -17%, BLM inh -3%, POLK inh 0%, Anesthetic bind -15%, Pol iota inh -16%, Pol beta inh 0% and Tb PGK inh -1%.
Screening COc1ccccc1NC(=S)NC(NC(=O)C(C)C)C(Cl)(Cl)Cl (stereo not drawn) returned RXFP1 antagonist -15, APE1 inh 14%, Pol eta inh -20%, BLM inh 0%, POLK inh -5%, Anesthetic bind 1%, Pol iota inh 69%[activator], Pol beta inh 20% and Tb PGK inh inactive.

Next part, starting with the last 3 of the part before.
For Cc1cnc(C)c(N2CCC(C(=O)NCc3ccco3)CC2)n1 the results were RXFP1 antagonist -3, APE1 inh 3%, Pol eta inh -12%, BLM inh -2%, POLK inh 2%, Anesthetic bind -8%, Pol iota inh -16%, Pol beta inh 7% and Tb PGK inh inactive.
For COc1ccc(Oc2c(Cl)cnn(-c3ccc(C)cc3)c2=O)cc1 the results were RXFP1 antagonist -33, APE1 inh 3%, Pol eta inh -17%, BLM inh -3%, POLK inh 0%, Anesthetic bind -15%, Pol iota inh -16%, Pol beta inh 0% and Tb PGK inh -1%.
Screening COc1ccccc1NC(=S)NC(NC(=O)C(C)C)C(Cl)(Cl)Cl (stereo not drawn) returned RXFP1 antagonist -15, APE1 inh 14%, Pol eta inh -20%, BLM inh 0%, POLK inh -5%, Anesthetic bind 1%, Pol iota inh 69%[activator], Pol beta inh 20% and Tb PGK inh inactive.
`O=c1c(Cl)c(Cl)cnn1-c1ccccc1` gave RXFP1 antagonist -10, APE1 inh 24%, Pol eta inh 16%, BLM inh 1%, POLK inh 9%, Anesthetic bind -7%, Pol iota inh -10%, Pol beta inh 40% and Tb PGK inh 2%.
`Cc1nc2c(n1O)CCC/C2=N\O` gave RXFP1 antagonist -1, APE1 inh 0%, Pol eta inh -2%, BLM inh -3%, POLK inh -5%, Anesthetic bind -7%, Pol iota inh 15%, Pol beta inh 3% and Tb PGK inh -5%.
For CCOC(=O)CCCNC(=O)COC(=O)c1cccc(C)c1O the results were RXFP1 antagonist -8, APE1 inh 0%, Pol eta inh -14%, BLM inh 2%, POLK inh 5%, Anesthetic bind -16%, Pol iota inh 2%, Pol beta inh 11% and Tb PGK inh -1%.
`Cc1cccc(C(=O)NCCC(=O)N2CCc3ccccc3C2)c1` gave RXFP1 antagonist 8, APE1 inh -8%, Pol eta inh -10%, POLK inh -21%, Pol iota inh 11% and Tb PGK inh inactive.
`CCc1c(C)nc2ncnn2c1N1CCC(C(=O)Nc2cccc(C(C)=O)c2)CC1` gave RXFP1 antagonist -6, APE1 inh 0%, Pol eta inh -10%, BLM inh 0%, POLK inh 3%, Anesthetic bind -9%, Pol iota inh 23%, Pol beta inh -2% and Tb PGK inh -2%.
`CCC(=O)N1c2ccc(S(=O)(=O)NCCc3ccc(OC)c(OC)c3)cc2CC1C` (stereo not drawn) gave RXFP1 antagonist -27, APE1 inh -16%, Pol eta inh -3%, BLM inh 0%, POLK inh -15%, Anesthetic bind -18%, Pol iota inh 4%, Pol beta inh 12% and Tb PGK inh 6%.
CCc1nnc(NC(=O)CSC(=S)N2CCOCC2)s1 was read as RXFP1 antagonist 6, APE1 inh 9%, Pol eta inh -11%, BLM inh -2%, POLK inh 6%, Anesthetic bind -9%, Pol iota inh -24%, Pol beta inh inconclusive and Tb PGK inh 1%.
Screening O=C(CCN1C(=O)C2C3CCC(C3)C2C1=O)Nc1ccc(Br)cc1 (stereo not drawn) returned RXFP1 antagonist -8, APE1 inh 7%, Pol eta inh -12%, BLM inh 6%, POLK inh -12%, Anesthetic bind -8%, Pol iota inh 13%, Pol beta inh 42% and Tb PGK inh 0%.
Screening CCN(CC)S(=O)(=O)c1ccc2c(c1)c(=O)c(C(=O)NCc1ccccc1)cn2C returned Pol eta inh -6%, BLM inh -7%, POLK inh -24%, Anesthetic bind inconclusive, Pol iota inh -17%, Pol beta inh inconclusive and Tb PGK inh inactive.
`CN(CC(=O)Nc1ccc(Cl)c(Cl)c1)C(=O)CNC(=O)Cc1ccccc1` gave RXFP1 antagonist -2, APE1 inh -9%, Pol eta inh -4%, POLK inh -10%, Pol iota inh 7% and Tb PGK inh -2%.
`O=C(Nc1ccc(Nc2ccncc2)cc1)c1ccc(Nc2ccnc3ccc([N+](=O)[O-])cc23)cc1` gave RXFP1 antagonist 2, APE1 inh inconclusive, Pol eta inh -22%, BLM inh -17%, POLK inh -27%, Anesthetic bind 2%, Pol iota inh 68%[activator], Pol beta inh -22% and Tb PGK inh 7%.
Screening CCc1ccc(-n2nc3ccc(NC(=O)c4cc(Cl)c(OC)c(Cl)c4)cc3n2)cc1 returned Pol eta inh -16%, BLM inh -6%, POLK inh -25%, Anesthetic bind 4%, Pol iota inh 17%, Pol beta inh 0% and Tb PGK inh 1%.
